Screening results deposited in PubChem by National Center for Advancing Translational Sciences (NCATS).
PTHR1 ag = qHTS for PTHR1 Agonists: Primary Screen. Parathyroid hormone/parathyroid hormone-related peptide receptor (Homo sapiens), Q03431. HEK293 GP2 PTHR1 cells, GloSensor cAMP luminescence, 1 h. Potency, µM (series often up to 115 µM), without a hit: top-dose activation, hits mostly activators. 410,000 tested, 0.075% active. AID 743266, 2014; also: potency is read from the fitted curve at half-maximal effect; nearly all actives have a fitted effect of over 55% in size; some results filed as inactive show a strong effect at the top dose; inactives centre near -15; many of its hits are not listed in these tables
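HEK-293-derived GP2 cells expressing PTHR1 and a GloSensor cAMP reporter, 3,000/well, plated overnight, given luciferin plus IBMX (each 0.5 mM as added) for 1 h at 37 °C, then compound for 1 h at 37 °C. Luminescence was read after 15 min at room temperature.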
PI5P4Ka inh = qHTS for Inhibitors of phosphatidylinositol 5-phosphate 4-kinase (PI5P4K); Phosphatidylinositol 5-phosphate 4-kinase type-2 alpha (Homo sapiens), P48426; PI5P4Kalpha enzyme, ADP-Glo luminescence, 60 min; active compounds read low; max response, %; 330,000 tested, 1.2% active; AID 652105, 2013; active = max response of -50% or lower; inconclusive = between -30% and -50%; inactive = -30% or higher; also: value at the top dose of about 77 µM; % is scaled to controls: 0 for no effect and ±100 for the full control effect
Target sequence (P48426 whole entry, looked up): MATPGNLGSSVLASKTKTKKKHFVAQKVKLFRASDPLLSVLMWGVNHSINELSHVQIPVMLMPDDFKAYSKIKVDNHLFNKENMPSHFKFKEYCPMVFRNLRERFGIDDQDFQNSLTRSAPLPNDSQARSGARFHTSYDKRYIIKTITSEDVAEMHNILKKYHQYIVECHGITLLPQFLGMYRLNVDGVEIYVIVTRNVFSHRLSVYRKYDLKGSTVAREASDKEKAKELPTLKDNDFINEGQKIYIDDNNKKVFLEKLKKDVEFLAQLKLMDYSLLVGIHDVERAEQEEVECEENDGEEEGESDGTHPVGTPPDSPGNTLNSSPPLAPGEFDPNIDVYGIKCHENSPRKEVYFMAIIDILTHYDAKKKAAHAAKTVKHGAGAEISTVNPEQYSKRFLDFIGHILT
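Compounds were pin-transferred onto PI5P4Kalpha and substrate in HEPES pH 7.4 buffer with EGTA, CHAPS and 5% DMSO. ATP (5 microM final) started the reaction, which ran 60 minutes at room temperature before ADP-Glo detection.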
GLP1R ag = qHTS of GLP-1 Receptor Agonists; HEK293 GLP-1R CRE-luciferase, luminescence, 4-6 h; cells express a hypersensitive GLP-1R form; Potency, µM (series often up to 45.6 µM), inactives show at the highest dose activation, usual class: activators; 380,000 tested, 0.007% active; also: potency is read from the fitted curve at half-maximal effect; % of control where 0% means no effect
PLK1 PBD block = qHTS for Inhibitors of PLK1-PDB (polo-like kinase 1 - polo-box domain): Primary Screen. 360,000 tested, 2.8% active. Plk1 PBD binding of FITC phosphopeptide, fluorescence polarization. Serine/threonine-protein kinase PLK1 (Homo sapiens), P53350. Potency, µM, without a hit: max response, negative = inhibition, hits mostly inhibitors; also: potency is read from the fitted curve at half-maximal effect; series mostly up to about 57 µM; % is scaled to controls: 0 for no effect and ±100 for the full control effect; nearly all actives have a fitted effect of over 65% in size
Target sequence (P53350 whole entry, looked up, the tested form may be a part): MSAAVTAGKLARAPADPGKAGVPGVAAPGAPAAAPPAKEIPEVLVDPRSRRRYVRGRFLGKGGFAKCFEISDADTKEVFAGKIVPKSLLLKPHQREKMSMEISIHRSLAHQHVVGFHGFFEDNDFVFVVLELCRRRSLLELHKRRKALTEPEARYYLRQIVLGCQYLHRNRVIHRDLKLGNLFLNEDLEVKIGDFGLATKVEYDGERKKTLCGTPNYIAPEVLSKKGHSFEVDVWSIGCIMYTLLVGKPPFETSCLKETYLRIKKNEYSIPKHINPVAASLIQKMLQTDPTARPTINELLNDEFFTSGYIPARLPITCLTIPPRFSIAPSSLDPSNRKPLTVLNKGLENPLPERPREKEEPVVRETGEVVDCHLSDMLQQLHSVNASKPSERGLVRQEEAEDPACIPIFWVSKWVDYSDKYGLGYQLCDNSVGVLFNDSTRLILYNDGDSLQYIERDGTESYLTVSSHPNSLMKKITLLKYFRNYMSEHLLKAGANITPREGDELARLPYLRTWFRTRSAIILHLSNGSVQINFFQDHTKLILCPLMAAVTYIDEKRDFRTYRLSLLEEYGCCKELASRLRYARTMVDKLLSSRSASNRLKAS
IL-2 act = qHTS of IL-2 Activators; 360,000 tested, 0.065% active; activation, % (series mostly up to about 46 µM); IL-2 activation reporter assay, cell-based qHTS; stimulated with anti-CD3/CD4/CD28 beads; in transgenic mouse T cells; in the data active = activation above about 50%; inconclusive = mostly about 30% to 49%; also: 0% is about no effect
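Readout: EGFP and DsRed signals by fluorescent plate cytometry. Unstimulated transgenic mouse T cells received compound 60 min before antibody-bead stimulation, then incubated 18 h at 37 degrees C.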
EPAC1 antag = qHTS for Antagonist of cAMP-regulated guanine nucleotide exchange factor 3 (EPAC1): primary screen; Rap guanine nucleotide exchange factor 3 (Homo sapiens), O95398; EPAC1 GEF assay, Rap1b-BODIPY-GDP exchange fluorescence; Potency, µM (top dose mostly 115 µM), for inactives: at the top dose activity change, negative = inhibition, usual class: inhibitors; 360,000 tested, 0.14% active; AID 720709, 2013;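 also: potency is read from the fitted curve at half-maximal effect; plate controls were vehicle for no effect and positive control for full effect; nearly all actives have a fitted effect of over 50% in size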
GLP1R inv ag = qHTS of GLP-1 Receptor Inverse Agonists (Inhibition Mode); Glucagon-like peptide 1 receptor (Homo sapiens), P43220; HEK293 GLP-1R CRE-luciferase, luminescence, 24 h; GLP-1R form is constitutively active; Potency, µM (series often up to 38.3 µM), inactives show at the highest dose activity change, negative = inhibition, hits mostly inhibitors; 410,000 tested, 1.6% active; also: potency is read from the fitted curve at half-maximal effect; % is scaled to controls: 0 for no effect and ±100 for the full control effect; nearly all actives have a fitted effect of over 55% in size
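Using stably transfected HEK293 (constitutively active GLP-1R, cAMP-luciferase reporter), compounds were incubated 24 hr and luciferase measured by luminescence.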
HEK293 tox = qHTS of GLP-1 Receptor Inverse Agonists: Cytotox Screen; HEK293 cAMP-luciferase reporter cells, luminescence, 24 h; Potency, µM (titrated, usually from 38.3 µM), for the others: at the highest dose activity change, negative = inhibition, hits mostly inhibitors; AID 624418, 2012; 410,000 tested, 0.13% active;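 also: loss of luciferase light is scored as toxicity; potency is read from the fitted curve at half-maximal effect; % is scaled to controls: 0 for no effect and ±100 for the full control effect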
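Luminescence readout: signal drop marks cytotoxicity. Plated cells grew 12 h at 37 °C, 5% CO2, received 23 nL compound for 24 h, then got luciferase reagent, read after 12 min at RT.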
EPAC1 ag = qHTS for Agonist of cAMP-regulated guanine nucleotide exchange factor 3 (EPAC1): primary screen. Rap guanine nucleotide exchange factor 3 (Homo sapiens), O95398. EPAC1 agonist qHTS, biochemical assay; response scale: 100% = response to 6.5 mM cAMP. Potency, µM (titrated, usually from 154 µM), inactives show at the highest dose activation, hits mostly activators. 360,000 tested, 0.073% active. AID 720707, 2013; also: potency is read from the fitted curve at half-maximal effect; nearly all actives have a fitted effect of over 60% in size
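Normalized to 6.5 mM cAMP, activity reflects EPAC1-catalysed release of BODIPY-GDP from Rap1B, followed kinetically over 30 min at 480 nm excitation, 540 nm emission. Reaction contained 100 nM EPAC1, 250 nM Rap1B-BODIPY-GDP, 50 uM GDP.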
An asterisk follows results filed as active; i = inactive; u = inconclusive; x = not tested or not shown; [ ] = remark or other dose. Unless noted, calls follow the shape of the dose curve; as a rule, active = well fitted curve in the direction sought with a large enough effect; inconclusive = small, poorly fitted or top-dose-only effect, or another doubt; inactive = no such curve, though single readings can be large; an effect the other way counts as inactive or inconclusive. Some of the compounds tested. The share of hits here may be higher or lower than overall.

SMILES	PTHR1 ag	PI5P4Ka inh	GLP1R ag	PLK1 PBD block	IL-2 act	EPAC1 antag	GLP1R inv ag	HEK293 tox	EPAC1 ag
CCOc1ccc(NC(=O)CN(C)C(=O)c2cc(S(=O)(=O)N(C)C)ccc2N2CCCC2)cc1OCC	17%	4	1%	-9%	0.6	-13%	22%	13%	2%
Cc1cc(C)nc(SCc2cccc(C(=O)O)c2)n1	-8%[57.5 µM]	x	-1%	1%	-0.6	9%	3%	-18%	-5%
Cn1c(N2CCOCC2)cc(=O)n(C)c1=O	i	10	4%	-2%	0.4	-13%	20%	-5%	4%
COc1ccccc1C(=O)OCC(=O)NC(=O)NCc1ccccc1	-23%	-1	5%	-6%	-0.1	-6%	-2%	-2%	0%
Cc1ccc(C)c(S(=O)(=O)Nc2ccc3scnc3c2)c1	-7%[57.5 µM]	-1	0%	-14%	-2.8	11%	u	-27%	-2%
CN(C)c1ccc(CN(C)C2CCCCC2)cc1	i	x	5%	-2%	-0.3	-5%	-8%	-1%	-2%
COc1cc(OC)c(OC)cc1/C=C/c1ccnc2ccccc12	-43%[inhibitor]	2	0%	0%	0.0	3%	-30%	-20%	2%
Cc1cccc(C(=O)NC(C(=O)Nc2nc(-c3ccccn3)cs2)C(C)C)c1 (configuration not stated)	0%	-9	0%	-9%	2.0	-4%	u	-15%	-35%[inhibitor]
O=C(Nc1cccc(Cl)c1)C1=CC=CN2CCS(=O)(=O)N=C12	-23%	-12	12%	-4%	-0.2	16%	18%	-8%	-7%
CCC(C)N=C1Sc2nc3ccc(C)cc3cc2CN1CCOC (configuration not stated)	-2%	-53*	12%	24µM*	-2.0	2%	u	u	10%
CCOC(=O)NC(NCc1ccccc1Cl)(C(F)(F)F)C(F)(F)F	i	x	-1%	-10%	-1.9	-13%	1%	8%	4%
CCC1=NN(C(=O)Cc2ccccc2)C(O)(c2ccncc2)C1 (configuration not stated)	i	6	-2%	0%	0.7	-11%	20%	2%	19%
O=C(CSc1nc2ccccc2c(=O)n1CCCN1CCOCC1)NCCc1ccccc1	-2%	-1	9%	-9%	-0.1	-13%	1%	-5%	-19%
O=C(CN1CCN(C2CCCCC2)CC1)Nc1cccc2ccccc12	-24%	-4	0%	7%	-0.5	8%	-5%[7.66 µM]	24%[7.66 µM]	-7%
COC(=O)c1cc(C(=O)OC)cc(-n2c(C)cc(C=O)c2C)c1	-56%[inhibitor]	-5	8%	-4%	1.7	-1%	4%	-5%	-1%
COCCNc1ncnc2c1cnn2-c1ccc(Cl)cc1	-9%	-6	4%	3%	0.4	-6%	-26%	-3%	-9%
COc1ccc(Cc2nc3ccc(C(=O)N(C)CCn4ccnc4)cc3o2)cc1OC	-6%	-6	1%	-2%	-2.4	0%	77%[activator]	7%	-9%
CC(C)C(OC(=O)c1cc2c(s1)CCCCC2)C(=O)NC(N)=O (configuration not stated)	i	-1	-2%	3%	0.3	-14%	-17%	-16%	-3%
CC(=O)Oc1ccc(/C=c2\sc3ncnn3c2=O)cc1	i	-1	-2%	-10%	0.5	3%	2%	-7%	-4%
O=c1cc(-c2ccncc2)oc2ccccc12	i	0	-31%	u	-0.7	-21%	25%	2%	0%
CCS(=O)(=O)N1CCC(C(=O)NCc2ccc3c(c2)OCO3)CC1	i	0	-4%	2%	0.6	-2%	-1%	8%	8%
C/C=C/c1ccc(OCCCCOc2c(OC)cccc2OC)c(OC)c1	-5%	23	13%	-7%	-1.8	-16%	u	4%	3%
Cc1ccccc1NS(=O)(=O)c1cccc2nsnc12	-26%	5	1%	-2%	-2.4	6%	13%	-3%	-1%
CN(CCNC(=O)C1CCN(S(=O)(=O)c2cnc[nH]2)CC1)Cc1ccccc1	i	-1	-7%	1%	1.0	14%	11%	0%	0%
N#Cc1cc2cc3c(cc2nc1SCC(=O)N1CCOCC1)OCCO3	-15%	3	3%	-6%	-0.1	11%	-54%	-2%	12%
CC(Sc1ccccc1)C(=O)NCC1COc2ccccc2O1 (configuration not stated)	-21%	-5	4%	-11%	1.5	6%	-18%	1%	-9%
O=C1CCCC2=C1C(c1ccc(O)c(O)c1)Nc1ccc3ccccc3c12 (configuration not stated)	i	u	8%	-15%	0.4	u	u	-24%	1%
C=CCNc1nc(-c2cccs2)c(CC(=O)O)s1	i	-6	9%	u	0.9	-6%	4%	4%	-4%
Cc1cc(C)cc(N2C(=O)C3CCCN3C2=S)c1 (configuration not stated)	i	5	2%	u	-1.4	-2%	-26%	9%	9%
O=C(NNC(=O)c1cc2ccccc2oc1=O)c1ccccc1[N+](=O)[O-]	i	5	-1%	1%	-2.9	-24%	20%	-8%	-10%
CCOCCCNC(=O)CN1C(=O)c2ccccc2Sc2ncccc21	i	-4	-1%	0%	-2.6	-6%	14%	1%	-5%
CCOC(=O)c1sc(NC(=O)C2CC2)nc1C	3%	0	-4%	2%	-1.9	-17%	42%[activator]	-1%	-17%
COc1cc2c(cc1OC)CN(C(=O)COc1ccc(C#N)cc1)CC2	i	0	9%	-3%	2.7	-10%	18%	16%	-1%
COc1ccc(C(NC(=O)N2CC(C)OC(C)C2)C(Cl)(Cl)Cl)cc1F (configuration not stated)	-4%	-4	0%	-1%	-3.7	7%	2%	-3%	6%
C=CCn1c(=O)c2ccc(C(=O)NCc3ccccc3)cc2n(Cc2ccc(Cl)cc2)c1=O	-4%	5	-11%	-1%	-2.0	10%	7%	-6%	0%
Cc1cccc(-c2nnc(SCC(=O)Nc3ncccn3)n2C)c1	-21%	0	-4%	-11%	-1.7	-13%	7%	0%	-6%
CCOC(=O)C(NC(=O)c1ccccc1Cl)(Nc1ccc(C(F)(F)F)cc1)C(F)(F)F (configuration not stated)	i	2	0%	-2%	-0.4	-18%	u	5%	-5%
CCOC(=O)N1CCC2(CC1)C(C(=O)C13CC4CC(CC(C4)C1)C3)C2(C#N)C#N (configuration not stated)	-10%[57.5 µM]	-3	-10%	-7%	-3.3	2%	1%	-12%	-2%
CC1CC(C)CN(S(=O)(=O)c2ccc(NN)nc2)C1 (configuration not stated)	i	0	0%	1%	2.1	-1%	u	-22%	-7%
COc1cc(CNCCCN2CCOCC2)cc(Br)c1OCc1ccc(Cl)cc1	-19%	2	-5%	1%	-0.9	-2%	u	u	12%
CCC(=O)N1CC(C)C(=O)Nc2ccccc21 (configuration not stated)	-8%	-6	11%	-7%	-0.2	3%	14%	7%	14%
O=c1c2ccccc2ncn1Cc1ccc(Cl)c(Cl)c1	-9%	5	16%	-6%	0.1	11%	u	-16%	4%
COc1cc(SC)ccc1C(=O)N(Cc1ccccc1)c1ccccc1	-49%[inhibitor]	-3	-4%	-3%	-1.3	-19%	u	-8%	-2%
NC(=O)c1nc(C(=O)N2CCN(c3ccccc3)CC2)c2ccccc2n1	i	-1	1%	-6%	-0.1	-18%	-16%	-46%	9%
COc1ccc2nc(C)cc(Nc3ccc(C)cc3)c2c1	i	-3	5%	-2%	-2.1	2%	-13%	u	-11%
CC(C)C(NC(=O)CCNC(=O)c1ccccc1Cl)c1nc2ccccc2[nH]1 (configuration not stated)	i	-6	-3%	1%	-0.8	1%	-2%	-16%	-16%
COc1ccc(S(=O)(=O)N2CCOCC2)cc1NC(=O)COc1ccc(C(C)=O)cc1OC	-12%	-7	1%	0%	7.2	-9%	11%	-1%	4%
Cc1cccc(N2C(=O)N(CC(=O)C(C)(C)C)c3ccccc3S2(=O)=O)c1C	-19%	x	-3%	x	x	x	u	-5%	x
Cc1ccc(NC(=O)NCC(c2ccccc2)N(C)C)cc1 (configuration not stated)	i	-1	13%	-6%	0.8	6%	4%	-1%	7%
Cc1cc(C)nc(NC(=NCCc2c[nH]c3ccccc23)NC(=O)Nc2cccc([N+](=O)[O-])c2)n1	-32%[inhibitor]	5	2%	-1%	-0.3	-14%	30%	14%	-10%
O=C(Cc1ccccc1)NNC(=O)Cc1ccccc1	i	2	3%	-11%	0.2	-15%	-2%	9%	5%
Cc1ccc(S(=O)(=O)N(C)C)cc1NC(=S)NCc1ccco1	i	-4	2%	u	1.6	8%	2%	20%	-2%
CCC(C)NC(=O)CS(=O)Cc1nc(-c2cccc(C)c2)oc1C (configuration not stated)	-24%	2	4%	-12%	-2.3	5%	-9%	0%	7%
COC(=O)[C@@]12C[C@@H](CC(=O)N3CCN(C(=O)c4ccco4)CC3)C(=O)N(Cc3ccc4c(c3)OCO4)C1=CCC(C)(C)C2	-31%[inhibitor]	0	x	-3%	-0.2	-5%	3%	-9%	-1%

Filtered by structure: the compounds so far with two or more sulfur atoms (4)
SMILES	PTHR1 ag	PI5P4Ka inh	GLP1R ag	PLK1 PBD block	IL-2 act	EPAC1 antag	GLP1R inv ag	HEK293 tox	EPAC1 ag
Cc1ccc(C)c(S(=O)(=O)Nc2ccc3scnc3c2)c1	-7%[57.5 µM]	-1	0%	-14%	-2.8	11%	u	-27%	-2%
Cc1ccccc1NS(=O)(=O)c1cccc2nsnc12	-26%	5	1%	-2%	-2.4	6%	13%	-3%	-1%
C=CCNc1nc(-c2cccs2)c(CC(=O)O)s1	i	-6	9%	u	0.9	-6%	4%	4%	-4%
Cc1ccc(S(=O)(=O)N(C)C)cc1NC(=S)NCc1ccco1	i	-4	2%	u	1.6	8%	2%	20%	-2%
